Assay outcomes from PubChem BioAssay.
KCNH2 3.1 inh – blocks the human KCNH2 3.1 channel isoform | U2OS KCNH2 3.1, thallium flux FluxOr; hits give low values | activity change, % (tested at about 1.8 µM) | 0.95% of 340,000 active | AID 720553;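 active = maximum activity change below -70%; inconclusive = maximum activity change from -70% to -50%; inactive = maximum activity change above -50%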;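 note: thallium influx rate constant from kinetic fluorescence after stimulation buffer; % is set by controls: 0 for no effect and ±100 for the full control effect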
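Normalized rate constant (relative to positive and negative DMSO controls) derived from a 2 min kinetic fluorescence read after stimulation; U2OS cells expressing the 3.1 isoform via virus at 1.77 x 10^8 /mL.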
S-ASM inh – blocks human secretory acid sphingomyelinase | P17405 | placental ASM, HMU-PC fluorogenic substrate, 60 min | Potency, µM (top dose mostly 57.5 µM), for inactives: top-dose activity change, negative = inhibition, usual class: inhibitors | 0.006% of 340,000 active | AID 504937; note: potency is the fitted concentration of half-maximal effect
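Human placenta-derived ASM preincubated with compound 10 min at room temperature, then reacted with 9 uM (final) fluorogenic HMU-PC substrate for 60 min at 37 C. Stop solution raises pH to 10; fluorescence read at Ex 386/Em 447 nm.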
MBNL1 CUG block – MBNL1-poly(CUG) RNA binding inhibition | 0.036% of 280,000 active | Potency, µM (series often up to 57.5 µM), for the others: top-dose activity change, negative = inhibition, actives largely listed as inhibitors | TR-FRET MBNL1-His/biotin-(CUG)12 binding, 665/545 ratio | Q9NR56; active = well fitted inhibition curve with a large enough effect in the signal ratio, with a control signal flat, not every such curve was filed as active; inconclusive = small, poorly fitted or top-dose-only effect, or effect the other way, or a change in a side signal; inactive = no such curve, though single readings can be large or run the other way; the % refers to the signal ratio; note: potency is the fitted concentration of half-maximal effect; % is set by controls: 0 for no effect and ±100 for the full control effect
Target sequence (Q9NR56 whole entry, looked up): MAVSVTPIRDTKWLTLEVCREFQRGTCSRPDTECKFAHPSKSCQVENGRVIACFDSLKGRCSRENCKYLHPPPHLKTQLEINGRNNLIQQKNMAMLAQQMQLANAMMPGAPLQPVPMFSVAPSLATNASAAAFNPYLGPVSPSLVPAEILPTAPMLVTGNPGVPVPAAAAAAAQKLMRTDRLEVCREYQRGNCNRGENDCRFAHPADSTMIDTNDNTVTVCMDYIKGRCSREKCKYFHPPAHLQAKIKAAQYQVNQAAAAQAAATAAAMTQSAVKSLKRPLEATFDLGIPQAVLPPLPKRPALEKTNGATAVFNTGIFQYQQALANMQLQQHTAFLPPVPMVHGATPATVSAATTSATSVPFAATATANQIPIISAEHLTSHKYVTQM
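TR-FRET readout: Ex 340 nm, 665/545 nm emission ratio, normalized to buffer-only (basal) and MBNL1-(CUG)12 controls. Complex of MBNL1-His with Biotin-(CUG)12, compounds 92 nM–58 uM, incubated 60 min at room temperature.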
AT treatment – potential ataxia-telangiectasia treatments restoring KAP-1 phosphorylation; […] A-T fibroblasts, KAP-1 phosphorylation AlphaLISA; neocarzinostatin DNA damage 30 min before lysis; Potency, µM (top dose mostly 57.5 µM), without a hit: at the top dose activation, most hits filed as activators; 0.19% of 320,000 active; note: potency is the fitted concentration of half-maximal effect; % of control where 0% means no effect; nearly all actives have a fitted effect of over 45% in size
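hTERT-immortalized A-T patient fibroblasts ([…]), 500 cells/well in OPTI-MEM, 1% FBS, got compounds for 60 min, then NCS for 30 min at 37C. Lysates were then assayed for phospho-KAP-1 by AlphaLISA (anti-pKAP1 donor, anti-KAP1 acceptor beads), 6 hr at 25C.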
GALK inh – galactokinase (human) inhibition; P51570; Purified GALK, Kinase-Glo residual ATP luminescence; Potency, µM (highest dose often 57.5 µM), without a hit: at the highest dose activity change, negative = inhibition, actives largely listed as inhibitors; 0.007% of 270,000 active; AID 1868; note: potency is the fitted concentration of half-maximal effect; % is set by controls: 0 for no effect and ±100 for the full control effect
Target sequence (P51570 whole entry, looked up): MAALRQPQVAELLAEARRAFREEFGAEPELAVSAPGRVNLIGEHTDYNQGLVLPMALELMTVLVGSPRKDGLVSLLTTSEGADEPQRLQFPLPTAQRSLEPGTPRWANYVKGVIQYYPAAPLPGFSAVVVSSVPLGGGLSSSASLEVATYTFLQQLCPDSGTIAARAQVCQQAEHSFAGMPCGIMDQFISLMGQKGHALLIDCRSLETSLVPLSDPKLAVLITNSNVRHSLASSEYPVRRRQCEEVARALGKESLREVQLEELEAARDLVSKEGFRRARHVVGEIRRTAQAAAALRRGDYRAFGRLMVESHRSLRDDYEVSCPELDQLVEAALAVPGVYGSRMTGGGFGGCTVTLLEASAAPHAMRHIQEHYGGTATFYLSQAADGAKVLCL
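5 nM enzyme, 35 uM ATP, 100 uM galactose, 20 mM HEPES pH8.0, 5 mM MgCl2; 1 h RT; residual ATP by Kinase-Glo Plus luminescence, qHTS format.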
FBPA coupling cs – coupling enzyme interference in Giardia aldolase counter-screen; coupling enzyme system counterscreen, AmpLite Red fluorescence; activity change, negative = inhibition, % at 58.2 µM, hits read low; 0.67% of 290,000 active; in the data active = activity change below about -30%; note: % is set by controls: 0 for no effect and ±100 for the full control effect
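Counterscreen lacking aldolase: glyceraldehyde-3-phosphate coupling-enzyme reagent preincubated 10 min at RT with compound (at 57.5 uM final), then substrate/coupling system with AmpLite Red added; fluorescence read at 525/598 nm after 20 min RT.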
hERG WT inh – inhibitors of human wildtype KCNH2 potassium channel; 0.37% of 340,000 active; activity change, % at 1.84 µM; AID 720551; Q12809; U2OS, BacMam KCNH2, thallium flux FluxOr; hits give low values;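 active = maximum activity change below -70%; inconclusive = maximum activity change between -70% and -50%; inactive = maximum activity change above -50%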; note: % is set by controls: 0 for no effect and ±100 for the full control effect
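U2OS cells transduced with wild-type KCNH2 virus are loaded with FluxOr dye for 45 min, and thallium flux is measured in kinetic reads before and after stimulation buffer. Rate constants are normalized to DMSO controls.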
Integrin act MD – activators of alpha7 integrin expression for muscular dystrophy; alpha7betagal myoblasts, beta-gal FDG fluorescence, 48 h; Potency, µM (highest dose often 38.3 µM), for inactives: at the top dose activation, usual class: activators; 0.064% of 350,000 active; AID 624291;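 note: potency is the fitted concentration of half-maximal effect; 100% = response of the positive control SU9516; nearly all actives have a fitted effect of over 60% in size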
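Alpha7betagal+/- myoblasts (passage 13) were plated 16-24 hr, then exposed to compounds (1:260 dilution of DMSO stock) for 48 hours at 37C. After MPER lysis, β-galactosidase reporter activity was read as FDG fluorescence (ex 480/em 540) after 30 minutes.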
CXXC DNA block – blocks binding of human MLL CXXC domain to DNA; AID 2662; Potency, µM (top dose mostly 115 µM), without a hit: at the highest dose activity change, negative = inhibition, actives largely listed as inhibitors; 0.037% of 290,000 active; MLL-CXXC / FITC-HOXA9 DNA fluorescence polarization; active = well fitted inhibition curve with a large enough effect in the polarisation, with a control signal flat, not every such curve was filed as active; inconclusive = small, poorly fitted or top-dose-only effect, or effect the other way, or a change in a side signal; inactive = no such curve, though single readings can be large or run the other way; the % refers to the polarisation; note: potency is the fitted concentration of half-maximal effect
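Fluorescence polarization: 7 uM MLL-CXXC (stock) preincubated 5 min with compounds, then 50 nM fluorescein-HOX-A9 DNA (stock) added; 30 min ambient. Buffer 50 mM Tris-HCl pH 7.5, 50 mM NaCl, 1 mM DTT, 0.05% BSA.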
TRPV1 ag – agonists of human vanilloid receptor 1 (TRPV1); 0.19% of 320,000 active; activation, % at 8.33 µM; TRPV1-expressing cells, Fluo-8 calcium influx, agonist mode; Q8NER1; in the data active = activation above about 80%; inconclusive = between about 30% and that limit; note: 0% is about no effect
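Cells expressing TRPV1 were dye-loaded with Fluo-8 and read kinetically: 10 s baseline, 3 min after compound (agonist portion), then 2 min after EC20 capsaicin (allosteric enhancer portion). Calcium-bound dye fluorescence at 480/520 nm.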
Numbers without * were called inactive; ? = inconclusive; . = no result given; ! = not confirmed by another sample; [ ] = another dose, or the depositor's remark. Unless noted, calls come from the whole dose curve; as a rule, active = well fitted curve in the direction sought with a large enough effect; inconclusive = small, poorly fitted or top-dose-only effect, or another doubt; inactive = no such curve, though single readings can be large; an effect the other way counts as inactive or inconclusive.

SMILES	KCNH2 3.1 inh	S-ASM inh	MBNL1 CUG block	AT treatment	GALK inh	FBPA coupling cs	hERG WT inh	Integrin act MD	CXXC DNA block	TRPV1 ag
O=C(Nc1cc(-c2nc3ncccc3o2)ccc1Cl)c1ccc2c(c1)OCO2	-4.1	9.4%	.	11.8%	.	.	2.9	1.7%	.	2.0
CC(C)C(=O)NNC(=O)C1CC1(c1ccccc1)c1ccccc1 (stereo not drawn)	2.8	-3.6%	-1.5%	-15.8%	-1.9%	-0.6	-13.8	9.7%	2.2%	2.0
O=C(Nc1ccccn1)c1cccc(S(=O)(=O)N2CCOCC2)c1	4.4	2.0%	-11.8%	1.5%	8.0%	1.5	-47.1	5.9%	0.3%	9.3
Cn1c(CNC(=O)c2ccc(F)cc2)cc2ccccc21	-46.0	0.7%	-0.4%	7.2%	6.2%	2.7	-10.6	21.6%	1.7%	?
Cc1c(N)cccc1-n1cnnn1	2.4	2.4%	-3.8%	1.3%	11.7%	2.6	3.0	4.1%	10.5%	0.1
Cc1cc(C)c(-c2csc(NC(=O)C3=COCCO3)n2)c(C)c1	-26.3	-2.3%	.	.	.	.	-2.5	-58.3%[inhibitor]	.	-4.4
O=C(CSc1nnc(-c2cccs2)o1)OCc1ccccc1	-7.5	-1.1%	-11.7%	.	0.4%	-2.6	-0.6	-14.0%	-9.5%	25.4
COc1ccc(C)cc1NC(=O)C(OC(=O)c1cnc(C)cn1)c1ccccc1 (stereo not drawn)	-1.5	-3.2%	.	0.3%	.	.	7.7	-7.1%	.	11.1
Clc1ccc(-c2cc(-c3ccccn3)on2)c(Cl)c1	-42.0	3.1%	.	0.5%	0.1%	0.3	-93.1*	-7.6%	-7.2%	3.6
COCC(=O)Oc1c(Sc2ccccc2[N+](=O)[O-])c(C)nn1C(C)(C)C	4.6	-0.2%	?	-6.0%	10.7%	-4.8	1.7	-8.4%	27.3%	-1.3
CCC1CN(C(=O)N2CCC(C(=O)NCCc3ccccc3)CC2)c2ccccc2O1 (stereo not drawn)	-1.0	-1.9%	-2.1%	13.3%	3.3%	.	9.8	1.2%	-2.1%	1.8
CCn1cc(C(=O)NC2CCCC2)c(=O)c2cc(S(=O)(=O)N3CCOCC3)ccc21	-1.8	1.8%	.	.	.	.	0.9	8.4%	.	.
CCn1c(CN2CCOCC2)nnc1SCC(=O)Nc1ccc(C(C)=O)cc1	.	14.8%	-8.4%	-1.2%	-8.9%	.	-0.8	0.0%	5.8%	-3.5
COc1ccccc1C(=O)NC(=O)COC(=O)CCOc1ccccc1C	-7.5	.	.	-0.2%	.	.	4.9	-2.0%	.	1.7
O=C(NCc1ccncc1)C(=O)NCC1OCCCN1S(=O)(=O)c1ccc(F)cc1 (stereo not drawn)	-0.7	2.2%	-5.5%	10.3%	0.5%	.	-8.6	-13.5%	4.3%	1.3
O=C(COC(=O)c1ccccc1C(=O)c1ccccc1)NCCc1ccccc1	-2.3	-1.7%	1.2%	2.4%	1.4%	3.5	-0.9	-6.0%	11.6%	8.5
O=C(NCC(=O)N1CCN(c2ccccc2O)CC1)C1CCCCC1	3.0	-2.3%	.	-4.3%	.	.	3.0	-10.4%	.	-0.5
c1ccc(SCc2cn(C[C@H]3CC[C@@H]([C@@H]4CC[C@H](Cn5cc(CSc6ccccc6)nn5)O4)O3)nn2)cc1	-37.1	6.1%	0.1%	12.4%	.	0.7	3.6	-12.6%	7.8%	2.0
CCC(c1nnc(SCC(=O)Nc2ccc(N3CCOCC3)cc2)n1Cc1ccccc1)N(C)C (stereo not drawn)	-2.7	2.5%	.	-2.6%	.	.	7.8	19.0%	.	15.7
O=C(NCc1cccnc1)c1ccc(Br)s1	3.0	-0.2%	-19.3%	2.2%	-0.9%	1.6	5.1	21.2%	-8.7%	7.5
CCc1nnc(NC(=O)CSc2nnc(COc3ccc(C)cc3)n2-c2ccccc2)s1	-7.3	-0.6%	-8.6%	7.8%	-0.9%	2.9	-10.4	3.0%	1.5%	2.8
COc1ccc(OCc2cccc(C(=O)Nn3cc([N+](=O)[O-])cn3)c2)cc1	-0.7	-18.3%	-8.4%	6.1%	-0.4%	-5.8	12.0	-3.4%	2.9%	2.5
Cc1ccc(NNC(=O)c2c(F)cccc2Cl)cc1Cl	-4.2	-1.5%	.	9.6%	-1.6%	-6.3	-2.9	-13.2%	6.2%	.
COC(=O)CCC(=O)OC1(C)C(=O)C=C2C=C(C3CC3)N(CCc3c[nH]c4ccccc34)C=C2C1=O (stereo not drawn)	24.6	19.4%	?	-6.5%	1.0%	-40.4*!	-10.3	14.0%	14.0%	1.8
Cc1c(C2=CCN(S(=O)(=O)c3ccc(Br)cc3)CC2)c2ccccc2n1C	-2.0	-0.3%	-6.7%	-1.5%	1.6%	-0.3	17.3	10.3%	5.8%	-0.6
COc1ccc(C(=O)C2=NN(C(C)=O)CC2c2ccco2)cc1 (stereo not drawn)	1.8	1.8%	14.4%	1.8%	2.3%	1.6	-2.5	-4.4%	13.8%	0.6
CC1=NN=C(c2ccccc2)C(c2c[nH]c3ccccc23)N1O (stereo not drawn)	-2.6	-1.1%	8.1%[11.5 µM]	3.2%	.	-2.9	-11.6	-4.5%	-0.2%	2.7
COc1ccccc1-n1cnc2cc(C(=O)NC3CCCC3)ccc21	-90.6*	-2.9%	-13.0%	0.2%	-5.2%	-0.7	-14.0	11.8%	6.0%	4.4
CC(C)NC(=O)COC(=O)c1cccc(NS(=O)(=O)/C=C/c2ccccc2)c1	-39.8	-3.9%	.	6.4%	-0.3%	3.2	0.2	5.5%	?	0.2
CC(C)=CC(=O)N1CC[C@@H](N2CCN(c3ccccc3F)CC2)[C@H](O)C1	4.3	-0.5%	0.6%	8.4%	-2.0%	0.1	0.2	-16.3%	-2.2%	1.2
Cc1cccc(Nc2nc(Cl)ncc2F)c1C	8.7	3.5%	-2.9%	-7.2%	-5.0%	0.2	11.5	-10.8%	4.7%	-0.1
CN(Cc1ccon1)C(=O)CC1C(=O)NCCN1Cc1cccc(F)c1F (stereo not drawn)	-9.9	21.3%	4.9%	6.1%	2.5%	.	7.5	16.9%	12.6%	4.9
O=C(CN1C(=O)C2C3C=CC(C3)C2C1=O)NCc1ccc2c(c1)OCO2 (stereo not drawn)	15.0	5.5%	1.4%	-10.3%	-2.9%	2.8	1.6	4.3%	-3.2%	-2.0
Cc1ccc(NC(=O)CN2C(=O)NC(C)(CCc3ccccc3)C2=O)cc1 (stereo not drawn)	0.2	-8.1%	1.3%	-0.7%	1.4%	2.2	13.9	15.4%	0.7%	16.7
Cc1ccc(C(=O)OCC(=O)NCc2ccc3c(c2)OCO3)o1	13.7	2.0%	.	0.3%	.	.	1.5	-9.3%	.	.
O=C(CSc1nc2ccccc2[nH]1)N/N=C/C=C\c1ccccc1[N+](=O)[O-]	6.5	-6.0%	.	1.5%	1.2%	-0.7	0.2	21.7%	6.3%	?
O=C(N/N=C/c1ccncc1)c1ccncc1	-2.4	-1.1%	.	.	.	.	-5.3	20.2%	.	.
CC1CN(C(=O)c2ccc(COc3ccc4ccccc4c3)o2)CC(C)O1 (stereo not drawn)	-21.6	3.2%	-0.9%	-1.2%[11.5 µM]	3.5%	-3.3	14.4	-31.9%	0.6%	7.0
Cc1cc(C)n(C(=O)CNC(=O)c2cccc(F)c2)n1	32.7	-2.5%	-2.1%	-4.6%	-0.1%	2.7	-4.7	0.0%	4.0%	0.2
Nc1nnc(-c2ccc(Cl)c([N+](=O)[O-])c2)s1	-8.4	-8.8%	?	-4.8%	7.8%	0.0	1.2	5.9%	3.2%	1.7
Cc1ccc2nc(NC(=O)C3CCN(S(=O)(=O)c4ccc5c(c4)oc(=O)n5C)CC3)sc2c1	-24.7	-9.8%	7.6%	6.8%	2.9%	2.3	7.2	14.0%	1.8%	-0.9
CN(C)/C=C/C(=O)c1cnc(-c2ccccc2Cl)s1	-13.9	-7.3%	?	0.2%	-3.1%	2.4	0.3	18.2%	11.2%	-2.8
S=c1[nH]nc(-c2cccnc2)n1/N=C/c1ccccc1	5.9	-0.4%	-2.5%	-23.1%	1.3%	6.0	2.9	10.5%	-8.6%	-0.3
CCC(C)(NC(=O)c1ccccn1)C(=O)NC1CCCCC1 (stereo not drawn)	11.8	0.0%	-4.9%	18.1%	0.0%	-0.6	-0.8	24.4%	-8.4%	-7.0
O=C(NCc1ccccc1)c1ccc(CS(=O)(=O)c2ccccc2)o1	13.9	-0.5%	-3.8%	.	3.5%	5.7	-4.6	19.4%	-6.1%	11.5
